High-throughput results deposited in PubChem by several laboratories.
INS promoter inh – TRM-6 insulin promoter activity inhibition. AID 1273. inhibition, % at 2 µM. 130,000 tested, 0.9% active. TRM-6 cells (human fetal islet line), insulin promoter-eGFP reporter, imaging; reporter expression induced with tamoxifen;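 active means inhibition above the mean plus 3 SD, with well images judged a real hit on visual review, cut at about 60% in these data, passing the limit was not always enough; inconclusive means inhibition over the cutoff but images rejected on review; inactive means inhibition not above the cutoff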
sdo1 growth – sdo1-depleted yeast growth rescue | 140,000 tested, 0.21% active | z-score at 10 µM | S. cerevisiae sdo1-depleted JHY4D growth rescue, OD600 30 h; hits give high values; pdr5 snq2 efflux-pump mutant strain | AID 817;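 active means z-score above 3 at both the 24 hr and the 30 hr optical density reads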;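 further: z-score against mean and SD of all compound wells on the same plate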
sdo1 growth Rescue 24 h – further read-out of sdo1 growth, marked with its call; z-score; S. cerevisiae sdo1-depleted JHY4D growth rescue, OD600; measured here: growth rescue at 24 h;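 0 is the plate mean of compound wells and units are plate SD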
* marks the source's active call; other numbers are inactive results; i = inactive; ? = inconclusive; / = not tested or not shown; [ ] = dose if it differs, or a comment. An excerpt; rates above refer to the full screens.

INS promoter inh,sdo1 growth,sdo1 growth Rescue 24 h,mol
25,/,/,COc1cc(C(=O)O)nc(OC)n1
0,0.52,-0.02,CCOCCCNC(=S)NCCCNc1nc2cc3c(cc2cc1C#N)OCO3
-3,0.16,0.41,O=S(=O)(Nc1ccc2c(c1)OCCO2)c1ccc(Br)s1
-43,0.56,0.76,CCOC(=O)C1=NNC2(c3ccc(Cl)cc3)C(=O)N(c3cc(C)cc(C)c3)C(=O)C12 (stereo not drawn)
/,0.91,0.51,CC(=O)Nc1ccc2[nH]c3ccccc3c2c1
20,/,/,C=CCNC(=O)c1cc2c(=O)c3ccccc3oc2nc1C
-43,1.3,1.8,O=C(NCCO)/C(=C\c1cccs1)NC(=O)c1cccs1
-69,0.57,0.39,CC(C)OCCCNC(=O)CCSc1ccc(Cl)cc1
-5,/,/,CCOC(=O)NN1C(=O)c2ccccc2NC1c1ccccc1F (stereo not drawn)
23,-0.95,-0.91,COc1ccc(S(=O)(=O)N(C)CC(=O)Nc2ccccc2C(F)(F)F)cc1OC
-31,/,/,O=c1cc(CSc2ccccc2)nc(-c2ccccc2)[nH]1
8,0.22,-0.33,CCN(CC)CCOC(=O)c1ccc(NC(=O)/C=C/c2cccs2)cc1
12,-0.2,0.74,CN(C)c1ccc(N=Cc2nc(-c3ccccc3)oc2OC(=O)c2cccc(Br)c2)cc1
-44,-1.3,-0.43,Cc1ccc(-n2c(C)nc3c(cnn3-c3ccc(F)cc3)c2=O)cc1C
/,0.06,0.1,COc1ccc(N2C(=O)C3C(C2=O)C2C=CC3C23CC3)c(OC)c1 (stereo not drawn)
-35,/,/,CN(C)C(CNC(=S)Nc1cccc(Cl)c1)c1ccccc1 (stereo not drawn)
-17,/,/,OC1CCNC(=S)N1c1ccccc1 (stereo not drawn)
/,1.3,1.7,O=C(NNc1c2ccccc2nc2ccccc12)c1cccc(O)c1
-54,-1.1,-0.86,Cc1cc2nn(-c3cccc4ccccc34)nc2cc1NC(=O)c1cccs1
/,0.2,0.66,O=C(NCc1cccnc1)C1CC(c2ccc(F)cc2)=NO1 (stereo not drawn)
0,-0.72,-0.15,COc1cccc(NC(=O)CCc2nc(-c3ccccc3F)no2)c1
/,-0.36,-0.01,O=C(NCCCN1CCOCC1)c1csc2c1CCCC2
12,/,/,Cn1c(-c2cnn(-c3ccccc3)c2-n2cccc2)n[nH]c1=S
-21,-0.64,-0.25,Cc1ccccc1OCC(=O)Nc1ccc(N2CCN(S(C)(=O)=O)CC2)cc1
-9,-0.08,-0.31,CCC(C)NCCOCCOc1ccc(C)cc1Br (stereo not drawn)
/,0.5,0.55,Cn1c(=O)[nH]c(=O)c2c1nc(N1CCCCC1)n2CCCSc1nnnn1-c1ccccc1
40,/,/,CCOC(=O)C1CCN(C(=S)Nc2ccc(CC)cc2)CC1
13,-0.37,-0.44,Fc1ccc(CSc2nc3ncccc3[nH]2)cc1
29,1.2,0.68,CC(C)N1C(=O)NC2(c3ccccc3)N(C)C(=O)N(C)C12c1ccccc1 (stereo not drawn)
-13,0.34,0.04,Cc1cccc2cc(C#N)c(NCCNC(=S)NCCCN3CCOCC3)nc12

The final four records of the section above are carried over, then new ones follow.
INS promoter inh,sdo1 growth,sdo1 growth Rescue 24 h,mol
40,/,/,CCOC(=O)C1CCN(C(=S)Nc2ccc(CC)cc2)CC1
13,-0.37,-0.44,Fc1ccc(CSc2nc3ncccc3[nH]2)cc1
29,1.2,0.68,CC(C)N1C(=O)NC2(c3ccccc3)N(C)C(=O)N(C)C12c1ccccc1 (stereo not drawn)
-13,0.34,0.04,Cc1cccc2cc(C#N)c(NCCNC(=S)NCCCN3CCOCC3)nc12
-17,-0.07,0.49,CN(C)CCNC(=S)Nc1ccc(Cl)cc1
11,/,/,O/N=C(\c1ccccn1)C1CC1c1ccccc1 (stereo not drawn)
/,0.13,0.92,CCCCC(=O)NNC(=S)NC(=O)c1cccc([N+](=O)[O-])c1
-18,-0.66,-1,CC(C)(C)c1cn(-c2ccc(Cl)cc2)c(=S)[nH]1
21,-0.56,-0.57,CCN(CC)CCn1c2ccccc2c2cnc(N=CN(C)C)c(C#N)c21
/,0.01,-0.38,O=C(c1ccco1)N1CCN(c2cc(=O)n(-c3ccc(Cl)cc3)c(=O)[nH]2)CC1
-17,-1.9,-1,COc1ccc(NC(=O)CCCn2c(=O)c3sccc3n(Cc3ccccc3)c2=O)cc1
-22,0.88,0.39,Cc1cc(NC(=O)C2C3C(=O)N(Cc4ccc(Cl)cc4)C(C(=O)NC4CCCCC4)C34C=CC2(C)O4)no1 (stereo not drawn)
27,-0.12,-1.8,N#Cc1cc(NCC2CCCO2)c([N+](=O)[O-])cc1C#N (stereo not drawn)
-9,-0.63,-0.36,COc1ccc(C2=Nn3c(nnc3-c3ccco3)SC2)cc1
7,/,/,Fc1ccc(-c2onc3ccc(C4OCCO4)cc23)cc1
-56,-0.74,0.63,Cc1ccc(C(C(=O)NC2CCCCC2)N(Cc2ccco2)C(=O)Cc2c[nH]c3ccccc23)o1 (stereo not drawn)
-55,-2.2,-1.1,COc1ccc(CNC(=O)CN(Cc2ccc(Cl)cc2)S(=O)(=O)c2ccccc2)cc1
27,0.01,-0.19,CC(=O)CSc1nc(N)c(C#N)c(-c2cccs2)c1C#N
11,0.04,0,S=c1nc(-c2ccccc2)n(CCCN2CCOCC2)c2c1CCCC2
29,-0.2,-1.4,COC(=O)Nc1ccc(S(=O)(=O)Nc2ccccc2F)cc1
-31,-0.26,-0.29,CCCc1[nH]nc2c1C(c1ccc(OC)cc1OC)C(C#N)=C(N)O2 (stereo not drawn)
-64,/,/,CCOC(=O)C1CCCN(C(=S)NC2CCCCC2)C1 (stereo not drawn)
19,0.28,0.16,CC(C)CC1=NN(C(=O)c2cccnc2)C(O)(C(F)(F)F)C1 (stereo not drawn)
/,0.71,0.15,C(=N\c1nc2ccccc2n1CCN1CCOCC1)/c1cccs1
-216,0.3,3.1,CCOC(=O)C1=C(C)NC(=O)NC1c1ccc2c(c1)OCO2 (stereo not drawn)
?,-2.1,-1.5,Nn1c(Cc2cccc3ccccc23)nnc1SCc1ccc(Cl)c(Cl)c1
/,-0.98,-1.3,S=C(Nc1ccc(Oc2ccccc2)cc1)NC1CCCCCC1
/,-1,-0.9,COc1ccccc1N(C)S(=O)(=O)c1ccc(C(=O)OCC(=O)NCc2ccco2)cc1
/,-1.5,-0.26,O=c1c2ccccc2sc2nc(C3CCCCC3)n(Cc3ccco3)c(=O)c12
41,0.27,-0.02,CC(C)(C)c1cc(CN(CCO)CCO)cc(C(C)(C)C)c1O
6,0.65,0.17,COc1ccccc1N(C(=O)CN1C(=O)c2ccccc2S1(=O)=O)C(C(=O)NCC1CCCO1)c1ccc(F)cc1 (stereo not drawn)
12,0.73,0.38,CCOC(=O)N1CCN(Cc2nc3c(c(=O)[nH]c(=O)n3C)n2Cc2ccccc2C)CC1
29,-0.97,-0.88,C[N+]1(CC(=O)Nc2ccccc2Cl)CCN(C(=O)c2cccs2)CC1
/,0.74,-0.23,Cc1ccc(-n2ncc3c(N4CCC5(CC4)OCCO5)ncnc32)c(C)c1

Compound profiles, from the list above. Order of values: INS promoter inh, sdo1 growth, sdo1 growth Rescue 24 h
`Cc1cc(NC(=O)C2C3C(=O)N(Cc4ccc(Cl)cc4)C(C(=O)NC4CCCCC4)C34C=CC2(C)O4)no1` (stereo not drawn) as listed: -22, 0.88, 0.39
`Nn1c(Cc2cccc3ccccc23)nnc1SCc1ccc(Cl)c(Cl)c1` as listed: ?, -2.1, -1.5
`COC(=O)Nc1ccc(S(=O)(=O)Nc2ccccc2F)cc1` as listed: 29, -0.2, -1.4

New compounds follow
INS promoter inh,sdo1 growth,sdo1 growth Rescue 24 h,mol
i,/,/,CNC(=O)c1nnsc1S(=O)(=O)c1ccc(Cl)cc1
31,-1.6,-0.5,C/C=C/C=N/Nc1nc(-c2ccc([N+](=O)[O-])cc2)cs1
71*,/,/,COc1cccc(Nc2nc3ccc(OC)cc3s2)c1
34,-0.56,-0.44,COc1ccc2c(CC(=O)Nc3nnc(C4CC4)s3)coc2c1
-207,-0.29,-0.57,CCC(=O)NC(=S)Nc1ccccc1C(=O)NC1CCCCC1
-67,1.3,2,CNC(=O)c1ccc2c(c1)nnn2C
/,0.2,-0.66,Cc1ccc(C(=O)/C=C2/NC(=O)CS2)cc1
/,0.93,0.88,CCCS(=O)(=O)n1nc(-c2ccc(OC)cc2)cc1N
-5,0.69,1.2,O=c1[nH]cnc2ccccc12
-67,-0.33,-0.5,COc1ccc(N(CC(=O)O)S(=O)(=O)c2ccc(OC)c(OC)c2)cc1
/,-1.2,-1.7,CCN1C(=O)/C(=C\N2CCCCCC2)SC1=S
-11,/,/,COc1ccc(/C(C)=N/NS(=O)(=O)c2cc(C)ccc2C)c(OC)c1
/,-1.5,-0.86,Oc1csc(Cc2nc(-c3ccc4ccccc4c3)cs2)n1
23,0.09,0.35,O=C(/C=C/c1ccccc1)Nc1cc(S(=O)(=O)N2CCOCC2)ccc1N1CCCC1
-27,/,/,CC1(C)CC(=O)C2=C(C1)Nc1ccccc1NC2
-21,0.34,0.04,CCOc1ccc(CCNC(=O)CN(C)S(=O)(=O)c2ccc3c(c2)CCC(=O)N3)cc1OCC
19,-0.6,-0.7,c1ccc(-n2nnnc2SCc2cccc(CSc3nnnn3-c3ccccc3)n2)cc1
-19,-2,-1.9,CCN(CC)C(=O)C1CCCN(c2ncnc3c2cnn3-c2cccc(C)c2)C1 (stereo not drawn)
-17,1,1.1,C/C(CC(=O)Nc1ccccn1)=N\NC(=O)Cc1cccc2ccccc12
-146,/,/,Cc1ccc(NC(=S)N(CCCN2CCCC2)Cc2cccn2Cc2ccc(Cl)cc2)cc1Cl
/,-0.41,-0.08,COc1cccc(/C=N\NC(=O)c2cc(OCC(F)(F)F)ccc2OCC(F)(F)F)c1
-40,-0.9,-0.97,CCOc1ccc2[nH]c(=O)c(C(c3nnnn3Cc3ccco3)N3CCC(C)CC3)cc2c1 (stereo not drawn)
/,0.82,0.84,Cc1cccc(Cn2c(Sc3nc(C)cs3)nc3c2c(=O)[nH]c(=O)n3C)c1
11,-0.64,-0.02,CCc1nnc(NC(=O)c2ccc(COc3ccc(C)cc3)o2)s1
-32,-1.5,-0.99,CC1CCCN(CCOCCOc2ccc(Br)cc2Cl)C1 (stereo not drawn)
12,0.02,-0.23,Cc1cc(S(=O)(=O)NCc2ccco2)c(C)s1
-50,1.2,1.1,CCOC(=O)N1CCN(C(=O)CCCn2c(=S)[nH]c3ccccc3c2=O)CC1
-21,/,/,CCCC1=[N+](CC(C)=O)CCn2c(C)ccc21
0,/,/,CC(/C=C/c1ccc2c(c1)OCO2)=N\NC(=O)c1ccccc1
20,-0.34,-1,O=C(CN(Cc1ccc2c(c1)OCO2)C(=O)CNS(=O)(=O)c1ccccc1)NCC1CCCO1 (stereo not drawn)

Shown as a hit in INS promoter inh, among the entries above:
INS promoter inh,sdo1 growth,sdo1 growth Rescue 24 h,mol
71*,/,/,COc1cccc(Nc2nc3ccc(OC)cc3s2)c1

Next entries follow.
INS promoter inh,sdo1 growth,sdo1 growth Rescue 24 h,mol
58,0.09,-0.07,COc1cccc(-c2nnn(CC(C)=O)n2)c1
/,0.7,0.05,O=C(Oc1cccnc1)c1ccc(Cl)cc1
27,-0.04,-0.01,COc1ccccc1NC(=O)c1c(Nc2ccccc2C)sc(C(=O)Nc2cccc(Cl)c2)c1N
25,-2.7,-2.7,O=[N+]([O-])c1ccc(Sc2nc3ccccc3o2)c([N+](=O)[O-])c1
/,0.15,-0.21,O=C(Cn1cc([N+](=O)[O-])cn1)Nc1ccc(Cn2cc(Br)cn2)cc1
7,-0.38,-0.07,CC1=C(C(=O)Nc2cccnc2)C(c2cccnc2)n2ncnc2N1 (stereo not drawn)
-28,1.2,0.63,CCOC(=O)Cn1c(=NC(=O)CN2C(=O)CCC2=O)sc2cc(S(N)(=O)=O)ccc21
/,-2.2,-1.7,O=C(Nc1nc(-c2ccc(Cl)s2)cs1)c1cccs1
i,-0.22,2.6,Cc1nn(Cc2ccc(Cl)cc2Cl)c(C)c1NC(=O)Cn1nc([N+](=O)[O-])c(Cl)c1C
/,0.86,-0.49,Cc1cc(=O)n2[nH]c(-c3ccc(F)cc3)cc2n1
-17,/,/,O=C(OCc1cc(Cl)ccc1OC(F)F)c1cncc(Br)c1
/,0.21,2.2,Cc1cc(C)nc(Nc2n[nH]c(COc3ccc(Cl)cc3)n2)n1
-37,0.34,-0.12,CCOC(=O)CN(Cc1sccc1C)C(=O)Nc1cccc(OC)c1
/,0.61[9.3 µM],0.33,Cc1ccc(OCC(O)CNS(=O)(=O)c2ccccc2C(=O)O)cc1 (stereo not drawn)
7,-0.01,-0.48,COc1ccc(/C=N/NC(=O)c2ccoc2C)cc1OC
/,0.36,0.21,Cc1c(/C=C/C(=O)c2ccccc2)cnn1C
/,0.26,-0.36,COc1cccc(/C=C2\N=C(c3c(-c4ccccc4)noc3C)OC2=O)c1
-117,/,/,Cc1ccc(NC(=O)CN(C)c2ccc(S(=O)(=O)N3CCCC3)cn2)cc1
/,0.69,0.62,CCOC(=O)c1nnn(-c2nonc2N)c1CNc1ccccc1
/,-0.43,0.35,C/C(=C1\SC(N2CCOCC2)=NC1=O)c1ccc(C)cc1
50,0.09,0.56,CC(C)OC(=O)c1cc(-c2ccc(C=O)o2)ccc1Cl
-35,-1.5,-0.91,c1ccc2c(c1)CCN(c1nc(CN3CCOCC3)nc3sc4c(c13)CCCC4)C2
